Screens from PubChem.
ROC1-CUL1 inh = inhibitors of human ROC1-CUL1 ubiquitin ligase activity. P62877+Q13616. in vitro K48 di-Ub FRET, acceptor:donor ratio, 45 min. inhibition, % at 10 µM. 140,000 tested, 0.6% active; in the data active means inhibition above about 25%
Target sequence (P62877 whole entry, looked up): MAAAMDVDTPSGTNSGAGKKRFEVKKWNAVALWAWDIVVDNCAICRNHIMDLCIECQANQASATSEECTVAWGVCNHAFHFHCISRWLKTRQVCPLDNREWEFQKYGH
Target sequence (Q13616 whole entry, looked up): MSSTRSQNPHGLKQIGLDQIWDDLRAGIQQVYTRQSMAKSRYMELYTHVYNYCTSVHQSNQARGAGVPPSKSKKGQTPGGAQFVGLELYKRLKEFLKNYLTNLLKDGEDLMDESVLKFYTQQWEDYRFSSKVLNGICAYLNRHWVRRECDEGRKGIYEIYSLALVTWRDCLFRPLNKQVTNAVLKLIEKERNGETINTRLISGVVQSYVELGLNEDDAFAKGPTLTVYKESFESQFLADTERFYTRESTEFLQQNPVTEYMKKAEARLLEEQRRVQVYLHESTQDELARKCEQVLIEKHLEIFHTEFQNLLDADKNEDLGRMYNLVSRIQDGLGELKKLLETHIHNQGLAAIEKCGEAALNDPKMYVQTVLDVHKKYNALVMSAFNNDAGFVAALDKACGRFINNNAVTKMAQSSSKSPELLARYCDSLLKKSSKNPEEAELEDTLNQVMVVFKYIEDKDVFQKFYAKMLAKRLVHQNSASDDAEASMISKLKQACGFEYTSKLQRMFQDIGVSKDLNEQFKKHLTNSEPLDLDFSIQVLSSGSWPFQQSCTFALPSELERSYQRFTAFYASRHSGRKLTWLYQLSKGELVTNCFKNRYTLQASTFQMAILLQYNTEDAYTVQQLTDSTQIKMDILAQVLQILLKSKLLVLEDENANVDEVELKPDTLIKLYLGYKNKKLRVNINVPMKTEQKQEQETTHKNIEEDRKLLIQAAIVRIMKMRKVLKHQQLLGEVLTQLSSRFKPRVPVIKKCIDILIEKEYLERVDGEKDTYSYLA
Starred values were filed as active, the others as inactive.

SMILES	ROC1-CUL1 inh
CCOc1ccc(C(=O)Nc2ccc(C#N)c(Cl)c2)cc1	6
CCSc1nc2ccccc2c(=O)n1-c1ccc(Cl)cc1	2
O=c1c2ccccc2nc(CSc2ccccn2)n1-c1cccc(C(F)(F)F)c1	6
CCC1CN2CCC1CC2[C@@H](OC(C)=O)c1ccnc2ccc(OC)cc12 (some centres not stated)	1
Cc1cccc(-n2c(-c3ccccc3C)nc3ccccc3c2=O)c1	-5
CN(C)C(=O)Oc1cccc(OCC#N)c1	-2
Cc1ccccc1-n1c(C)nc2ccsc2c1=O	2
CCn1nc(C)c(-c2ccnc(NCc3c(C)cc(C)nc3OC)n2)c1C	-2
COc1ccc(OCC(=O)N2CCN(CCc3ccncc3)CC2)cc1	3
O=C1NC(=S)NC(=O)C1=Cc1ccc(OCc2ccccc2)c(Cl)c1	7
c1ccc2c(c1)CC1CNC2c2ccccc21 (configuration not stated)	2
CN(C)C(=O)Oc1cccc(-c2cn3cc(Cl)ccc3n2)c1	4

Copied from the list.
Value of `CCSc1nc2ccccc2c(=O)n1-c1ccc(Cl)cc1` under ROC1-CUL1 inh: 2
Value of `COc1ccc(OCC(=O)N2CCN(CCc3ccncc3)CC2)cc1` under ROC1-CUL1 inh: 3
Value of `c1ccc2c(c1)CC1CNC2c2ccccc21` (configuration not stated) under ROC1-CUL1 inh: 2
Value of `O=C1NC(=S)NC(=O)C1=Cc1ccc(OCc2ccccc2)c(Cl)c1` under ROC1-CUL1 inh: 7
Value of `CCn1nc(C)c(-c2ccnc(NCc3c(C)cc(C)nc3OC)n2)c1C` under ROC1-CUL1 inh: -2
Value of `Cc1ccccc1-n1c(C)nc2ccsc2c1=O` under ROC1-CUL1 inh: 2
Value of `CCOc1ccc(C(=O)Nc2ccc(C#N)c(Cl)c2)cc1` under ROC1-CUL1 inh: 6
Value of `Cc1cccc(-n2c(-c3ccccc3C)nc3ccccc3c2=O)c1` under ROC1-CUL1 inh: -5

Next records follow:
SMILES	ROC1-CUL1 inh
OCN1CCN(CO)C2C1N(CO)CCN2CO (configuration not stated)	8
O=C(c1cccc(Cl)c1)C1CCCN(Cc2cccc3c2OCO3)C1 (configuration not stated)	2
COC(=O)C(OS(=O)(=O)c1ccc(C)cc1)(c1ccccc1)c1ccccc1	8
N/C(=N/[N+](=O)[O-])N/N=C/c1ccc(-c2ccc(-n3cnnn3)cc2)o1	23
N=C1c2ccccc2CN1c1ccccc1F	-2
Nc1c(C(=O)Nc2ccc(Cl)c(C(F)(F)F)c2)sc2nc3c(cc12)N1CCC3CC1	-9
COc1cccc(CCNCc2ccc(F)cc2)c1	-3
CC(C)NCc1nc2ccccc2c(=O)n1-c1ccc(F)cc1	-6
O=C1O[C@@H]2CN(Cc3ccccn3)C[C@@H]2N1C1CCCC1	9
CC(C(=O)c1ccccc1)N1C(=O)c2ccccc2C1=O (configuration not stated)	5
CC(C)Oc1cccc(C(=O)C2CCCN(C3CCOCC3)C2)c1 (configuration not stated)	9
Cc1cccc(OC(C)C(=O)NCC2(N(C)C)CCCCC2)c1C (configuration not stated)	-3

Among those listed so far, these have an aryl methoxy group.
SMILES	ROC1-CUL1 inh
CCC1CN2CCC1CC2[C@@H](OC(C)=O)c1ccnc2ccc(OC)cc12 (some centres not stated)	1
CCn1nc(C)c(-c2ccnc(NCc3c(C)cc(C)nc3OC)n2)c1C	-2
COc1ccc(OCC(=O)N2CCN(CCc3ccncc3)CC2)cc1	3
COc1cccc(CCNCc2ccc(F)cc2)c1	-3

The list goes on.
SMILES	ROC1-CUL1 inh
C[C@H]1CCCC(=O)CCCCCc2cc(O)cc(O)c2C(=O)O1	-6
O=C1CCCN1C(=O)c1ccccc1	1
CCN1C[C@@]2(OC)C3[C@@H](OC)[C@H]4[C@@H]1[C@]3(C(OC)C[C@H]2O)C1C[C@@]2(O)C(OCc3ccccc3)C1[C@@]4(OC(C)=O)C(O)[C@@H]2OC (some centres not stated)	0
O=C(c1cccnc1)N1CCN(C23CC4CC(CC(C4)C2)C3)CC1	-1
CN(C)CC#CCN1C(=O)C2CC=CCC2C1=O (configuration not stated)	1
CN(C)CC1CSCCC1(O)c1ccccc1Cl (configuration not stated)	-3
COc1cc2c(cc1OC)CC(N(C)C)CC2 (configuration not stated)	8
NCCc1csc2ccc(Cl)cc12	7
COc1ccc(C(=O)C2CCCN(Cc3ncc[nH]3)C2)cc1F (configuration not stated)	-8
CCCCN1C(=O)/C(=C\c2ccco2)C(=O)N(CCc2ccccc2)C1=O	2
CC(NCc1ccccc1Cl)C(O)c1ccccc1 (configuration not stated)	2
CCNC(=O)c1cn(CC2CCCCC2)cc(C(=O)N2CCN(c3ccc(C(C)=O)cc3)CC2)c1=O	1
Cc1ccc(NC(=O)CN2C(=O)CN=C(c3ccccc3)c3ccccc32)cc1	0
N#CC1(N2CCOCC2)CN2CCC1CC2 (configuration not stated)	0
CN(C)CC(Cl)c1ccccc1F (configuration not stated)	3
Fc1ccc(C(OCCN2CCCC2)c2ccc(F)cc2)cc1	6
Cc1cccc(CN2CCN(Cc3ccccc3)C(CCO)C2)c1 (configuration not stated)	4
C=CCN1CCc2cccc3c2[C@H]1Cc1ccc(O)c(O)c1-3	-12
CC(N)Cc1ccccc1Sc1ccccc1 (configuration not stated)	3
O=C(c1ccc2c3c(cccc13)CC2)C1CCCN(C2CCOCC2)C1 (configuration not stated)	7
c1ccc(CCNCc2ccccc2)cc1	-7
CCN1CCN(c2ccc(C(F)(F)F)cn2)CC1	2
O=C(COc1ccccc1Cl)N1CCN(C2CCCCC2)CC1	5
c1ccc(C2CC3CCC4CC5CCCC5CC2N43)cc1 (configuration not stated)	-8
CCOC(=O)C1C(=N)OC(C)=C(C(C)=O)C12C(=O)Nc1ccccc12 (configuration not stated)	2
O=C(Cn1cc(C(=O)c2ccccc2)c2ccccc21)Nc1ccc(Br)cc1	2
CN1CCC(=NNC(=O)CSC2c3ccccc3-c3ccccc32)CC1	-8
CN1CCN(c2ccc(NC(=O)C(C)(C)C)cc2Cl)CC1	12
CSc1ccccc1C(=O)C1CCCN(C2CCN(C(C)=O)CC2)C1 (configuration not stated)	3
O=C1C2CC3CC1CN(C3)C2	2
CCCc1noc(CN2CCCC(C(=O)c3cccs3)C2)n1 (configuration not stated)	-6
CO[C@H]1[C@H](NC(=O)c2ccncc2)c2ccccc2C12CCN(C(=O)C1C(C)(C)C1(C)C)CC2	7
CN1CCN(C(=O)COc2ccc(F)cc2Cl)CC1	0
O=C(Cn1ncc2c([nH]c3ccccc32)c1=O)NCCCN1CCN(c2ccccc2)CC1	-8
Oc1ccc(NC2=NCCN2)cc1O	-19
O=S1(=O)CC(N2CCCC2)C2CCCCC21 (configuration not stated)	2
O=c1c2ccccc2[nH]c(=S)n1-c1ccc(F)cc1F	-1
O=P(C(=Nc1ccc(Cl)cc1)N1CCOCC1)(N1CCOCC1)N1CCOCC1	-4
Cc1cccc(-n2c(/C=C/c3c[nH]c4ccccc34)nc3ccccc3c2=O)c1	3
O=C1CC(c2ccc(C(F)(F)F)cc2)c2c(c3ccccc3oc2=O)O1 (configuration not stated)	8
Cc1nc2ccccc2c(=O)n1-c1cccc(C(F)(F)F)c1	0
CC(C)CCc1nc(C2CCCN(C)C2)cc(=O)[nH]1 (configuration not stated)	1
O=P(Oc1ccccc1)(Oc1ccccc1)C12CC3CC(CC(C3)C1)C2	5
O=S1(=O)CC(N2CCOCC2)C2CCCCC21 (configuration not stated)	0
CN1C(=O)N(C)C(=O)C(CCc2ccncc2)(Cc2cccs2)C1=O	-4
CN1C(=O)C(=Cc2ccc(N(C)C)cc2)C(=O)N(C)C1=O	-5
C=CCN1CCN(C(=O)COc2cccc(Br)c2)CC1	3
CCCc1noc(CN2CCCC(C(=O)c3ccccn3)C2)n1 (configuration not stated)	6
COCc1cc(C2SCC(=O)Nc3c2c(-c2ccccc2)nn3-c2ccccc2)ccc1OC (configuration not stated)	6
NC(=O)CNC(=O)CN1CCCC1=O	-2
Clc1ccc2c(c1)C(c1ccccc1Cl)=NCc1nncn1-2	6
N#CC(C#N)=Cc1cccc(F)c1F	5
CN(C)C(=O)Oc1ccc(-c2c[n+]3ccccc3n2C)cc1	1
Cc1c(Cl)cccc1NC(=O)CN1C(=O)C(C)N=C(c2ccccc2)c2ccccc21 (configuration not stated)	-11
CNC1(c2nnnn2-c2ccc(Br)cc2)CCCCC1	7
C=CCN1C(=O)C2(C3=C(CC(C)(C)CC3=O)OC(=N)C2C(=O)OC)c2ccccc21 (configuration not stated)	4
Nc1c2c(nc3ccccc13)CCCCC2	-7
C=CCOC(=O)C1=C(C)OC(=N)C(C#N)C12C(=O)Nc1ccccc12 (configuration not stated)	-6
CC(=O)Nc1ccc2n(C)c(-c3ccc(OC(=O)N(C)C)cc3)c[n+]2c1	-5
CC(=O)OC1CC[C@@]2(C)C(=CC(=O)C3C2CC[C@@]2(C)C3CC[C@@H]2OC(=O)c2ccccc2)C1 (some centres not stated)	3
Additional records:
SMILES	ROC1-CUL1 inh
Cc1ccc(NC2=NCCCS2)c(C)c1C	-4
CNC(C)Cc1ccccc1Sc1ccccc1 (configuration not stated)	3
CCCn1nc2ccccc2c1P(=S)(N1CCOCC1)N1CCOCC1	0
O=C(CN1CCCCC1)c1ccc(C2CCCC2)cc1	-5
Cc1ccccc1-n1c(/C=C/c2ccc(N(C)C)cc2)nc2ccccc2c1=O	4
FC(F)(F)c1cccc(N2CCNCC2)c1	-6
COc1ccc(-c2nc(CN3C(=O)CN=C(c4ccccc4)c4ccccc43)c(C)o2)cc1OC	-1
NC(=NC(=Nc1ccccc1)Nc1ccccc1)N[N+](=O)[O-]	5
C=CCOc1c(Br)cc(CNCCc2ccc(OC)c(OC)c2)cc1OC	-2
N=C1OC2=C(C(=O)CCC2)C2(C(=O)Nc3ccc(Br)cc32)C1C(=O)OCc1ccccc1 (configuration not stated)	-4
CN(C(=O)Cc1ccn(C)c1)C1CCCN(C2Cc3ccccc3C2)C1 (configuration not stated)	3
COc1cc(C2c3c(c4ccccc4oc3=O)OC(=N)C2[N+](=O)[O-])ccc1O (configuration not stated)	2
O=c1c2ccccc2nc(/C=C/c2ccc(Br)cc2)n1-c1ccccn1	-1
CCn1c(CN2CCN(C)CC2)nc2ccccc21	-3
Cc1ccc(C(=O)Nc2ccccc2)cc1S(=O)(=O)N1CCCC1	3
c1nc2c([nH]1)CCNC2c1ccc2c(c1)OCO2 (configuration not stated)	-2
N#Cc1cc2c(nc1SCC(=O)Nc1ccc(F)c(Cl)c1)C1CCN2CC1	0
CSCc1nnc2n1-c1ccc(Cl)cc1C(c1ccccc1C)=NC2	-5
CCOC(=O)C1C(=N)OC(CC(=O)OC)=C(C(=O)OC)C12C(=O)N(C)c1ccccc12 (configuration not stated)	-1
Cc1ccc(NC2=NCC(C)(C)S2)cc1	3
CN(C)C(=O)Oc1c(/C=C/C2=CCCCC2)sc2ccccc12	0
O=C(COc1ccccc1Cl)N1CCN(CCc2ccncc2)CC1	2
CN(C)C(=O)Oc1ccc2c(=O)c(-c3ccc(Br)cc3)coc2c1	1
c1ccc(C2OCCN3CCCCC23)cc1 (configuration not stated)	6
CCC(C)n1[nH]c(=O)c2c1NC(=O)CSC2c1ccc(Cl)cc1Cl (configuration not stated)	2
CNC(=O)Oc1ccc(-c2cn3cc(Cl)ccc3n2)cc1	-1
COC(=O)c1c(C)n(Cc2ccc(C(C)(C)C)cc2)c2c1cc(O)c1ccccc12	0
CC1Nc2ccccc2Sc2ccccc21 (configuration not stated)	7
C1CNC2C(C1)C1CCCCN1C1CCCCN21 (configuration not stated)	-5
CC12CCC3C(CCC4C/C(=N/O)CCC43C)C1CCC2O (configuration not stated)	-4
CC1(C)CC(=O)CC(=NCCN2CCN(C(=O)Cc3ccc(Cl)cc3)CC2)C1	15
N#CC1C(=N)Oc2c(c(=O)oc3ccccc23)C1c1cccc(F)c1F (configuration not stated)	-1
Cc1nn(-c2ccccc2)c(Cl)c1C1c2c(c3ccccc3oc2=O)OC(=N)C1C#N (configuration not stated)	8
O=C1CC(c2ccc(Br)cc2)c2c(c3ccccc3oc2=O)O1 (configuration not stated)	4
CCC(C)N1Cc2ccccc2C1=N (configuration not stated)	7
CN(C)[C@@H]1c2ccccc2C2(CCNCC2)[C@H]1O	0
COCCNC(=O)c1ccc(OC2CCN(C3CN4CCC3CC4)CC2)c(Cl)c1 (configuration not stated)	10
N=C1c2ccccc2CN1c1c(Cl)cccc1Cl	-1
COc1ccc(C(=O)C2CCCN(C3CCOCC3)C2)c(OC)c1 (configuration not stated)	-1
COC(=O)c1ccc(C2c3c(c4ccccc4oc3=O)OC(=N)C2C#N)cc1 (configuration not stated)	0
Nc1c([N+](=O)[O-])cccc1[N+](=O)[O-]	-3
Cc1cccc(-n2c(-c3ccco3)nc3ccccc3c2=O)n1	0
CCCN1C2CCC1CC(OC(=O)c1ccccc1)C2 (configuration not stated)	7
CCC(C(=O)Nc1ccc(Cl)cc1)N1CCCC1=O (configuration not stated)	-7
Clc1ccc2c(c1)C(OC1CN3CCC1CC3)c1ccccc1CS2 (configuration not stated)	-8
COc1ccc(OCC(=O)N2CCN(Cc3ccc(SC)cc3)CC2)cc1	-4
COc1cccc(CN2CCN(CC(C)C)C(CCO)C2)c1 (configuration not stated)	5
CCOC(=O)[C@@]12C(=O)C(=O)N[C@]1(c1ccccc1)C1C=CCCC12 (some centres not stated)	-6

Eight compounds drawn at random from the list so far:
SMILES	ROC1-CUL1 inh
CCC(C)N1Cc2ccccc2C1=N (configuration not stated)	7
CNC(=O)Oc1ccc(-c2cn3cc(Cl)ccc3n2)cc1	-1
O=C(c1cccc(Cl)c1)C1CCCN(Cc2cccc3c2OCO3)C1 (configuration not stated)	2
CN(C)[C@@H]1c2ccccc2C2(CCNCC2)[C@H]1O	0
CCOC(=O)C1C(=N)OC(CC(=O)OC)=C(C(=O)OC)C12C(=O)N(C)c1ccccc12 (configuration not stated)	-1
Cc1cccc(-n2c(-c3ccccc3C)nc3ccccc3c2=O)c1	-5
Cc1c(Cl)cccc1NC(=O)CN1C(=O)C(C)N=C(c2ccccc2)c2ccccc21 (configuration not stated)	-11
CCCN1C2CCC1CC(OC(=O)c1ccccc1)C2 (configuration not stated)	7

New compounds follow
SMILES	ROC1-CUL1 inh
O=C(O)C1C2CCC3(COC(=O)C13)O2 (configuration not stated)	-1
O=c1c2ccccc2nc(/C=C/c2ccc(O)cc2)n1-c1ccccc1Cl	1
NCCc1ccccc1Sc1ccccc1	9
O=c1c2ccccc2nc(C(F)(F)F)n1-c1ccccc1	1

These rows are one share of the data; the hit share may differ from the screen's.
